# Screens (PubChem BioAssay)
# APJ ag = APJ receptor agonism; activation, % at 20 µM; CHO-K1 APJ PathHunter beta-arrestin, luminescence; 0% DMSO wells, 100% apelin; actives 0.11% (n = 330,000);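 active = activation more than six SD over the plate average, tested at 20 µM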;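 note: 0% = DMSO alone and 100% = apelin-13 at 10 nM; some results filed as inactive read as strong as hits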
#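 assay system = CHO-K1 APJ beta-arrestin complementation cell line | input = cell density 1000 per well | dosing = compound 20 µM once, DMSO 1% | timing = compound 90 min 25 °C, reagent 1 h | measured by = luminescence from split beta-galactosidase complementation, Galacton Star/Emerald II substrate | read-out basis = APJ agonist activity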
# UPR XBP1 act = adaptive UPR (XBP1) activation; AID 463104; CHO-XBP1 luciferase reporter, IRE1-XBP1 UPR activation, luminescence; percent of tunicamycin response, DMSO as zero; activation, % at 20 µM; actives 0.33% (n = 330,000);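 active = versus positive control, 20 µM dose yields 30% or more activation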;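 note: 100% = tunicamycin at 10 µg/mL and 0% = DMSO only wells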
#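 assay system = CHO-XBP1 luciferase reporter cells | amount = 1000 cells/well | buffer or medium = F12 plus 10% FBS | compound dosing = single point, 20 µM final compound, 1% DMSO | incubation = 16-18 h cell attachment at 37 °C, then 6 h compound exposure | detection = Steady-Glo luminescence read | controls = tunicamycin 10 µg/mL and vehicle-only wells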
# tim10-1 inh = growth inhibitors of tim10-1 mutant yeast; S. cerevisiae tim10-1 ts strain growth, BacTiter-Glo, 24 h; inhibition, % at 20 µM; actives 2.2% (n = 330,000);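 active = inhibition of at least 40%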;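 note: mutant grown at 25 °C; 0% = DMSO wells with yeast and 100% = wells holding no yeast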
# tim23-1 inh = inhibits growth of tim23-1 mutant yeast; inhibition, % at 20 µM; S. cerevisiae tim23-1 growth, BacTiter-Glo luminescence, 24 h; actives 1.3% (n = 330,000);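 active = growth inhibition of the mutant yeast at or above 50%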;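 note: temperature-sensitive mutant grown at 25 °C; plate controls were DMSO-treated mutant yeast for no effect and medium wells lacking yeast for full effect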
# UPR CHOP act = apoptotic UPR (CHOP) activation; actives 0.34% (n = 330,000); CHO-CHOP luciferase reporter, luminescence; percent of tunicamycin response over DMSO baseline; activation, % at 10 µM; AID 449763;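 active = at 10 µM dose, activation of 40% or more, normalized to positive control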;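 note: 100% = tunicamycin at 10 µg/mL and 0% = DMSO alone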
#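 measured by = luciferase luminescence | assay system = CHO-CHOP cells, stable luciferase reporter of PERK-eIF2a-CHOP signalling | amount = 500 reporter cells seeded per well | timing = 6 h compound exposure at 37 °C after overnight seeding | controls = positive tunicamycin 10 µg/mL, negative DMSO alone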
# Mdm2-MdmX inh = disrupts the human Mdm2-MdmX interaction; O15151+Q00987; SaOS-2 split-luciferase Mdm2/MdmX complementation, luminescence; inhibition, % at 8 µM; actives 3% (n = 330,000);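 active = inhibition of at least 50% at 8 µM in the primary screen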
# Target sequence (O15151 whole entry, looked up): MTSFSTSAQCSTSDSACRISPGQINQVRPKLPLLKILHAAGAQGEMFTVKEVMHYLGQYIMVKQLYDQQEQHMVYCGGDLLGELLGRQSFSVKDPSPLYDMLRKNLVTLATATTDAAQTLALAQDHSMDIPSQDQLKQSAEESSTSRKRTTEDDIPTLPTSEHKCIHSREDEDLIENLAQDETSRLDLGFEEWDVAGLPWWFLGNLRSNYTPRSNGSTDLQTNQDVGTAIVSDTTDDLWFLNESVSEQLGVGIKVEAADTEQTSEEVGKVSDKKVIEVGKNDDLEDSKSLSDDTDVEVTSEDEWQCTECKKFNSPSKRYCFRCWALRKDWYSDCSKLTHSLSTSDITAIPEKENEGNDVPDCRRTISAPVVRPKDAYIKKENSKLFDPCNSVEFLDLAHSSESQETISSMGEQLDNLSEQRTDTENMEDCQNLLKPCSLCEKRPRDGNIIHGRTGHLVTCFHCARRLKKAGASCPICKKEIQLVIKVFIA
# Target sequence (Q00987 whole entry, looked up): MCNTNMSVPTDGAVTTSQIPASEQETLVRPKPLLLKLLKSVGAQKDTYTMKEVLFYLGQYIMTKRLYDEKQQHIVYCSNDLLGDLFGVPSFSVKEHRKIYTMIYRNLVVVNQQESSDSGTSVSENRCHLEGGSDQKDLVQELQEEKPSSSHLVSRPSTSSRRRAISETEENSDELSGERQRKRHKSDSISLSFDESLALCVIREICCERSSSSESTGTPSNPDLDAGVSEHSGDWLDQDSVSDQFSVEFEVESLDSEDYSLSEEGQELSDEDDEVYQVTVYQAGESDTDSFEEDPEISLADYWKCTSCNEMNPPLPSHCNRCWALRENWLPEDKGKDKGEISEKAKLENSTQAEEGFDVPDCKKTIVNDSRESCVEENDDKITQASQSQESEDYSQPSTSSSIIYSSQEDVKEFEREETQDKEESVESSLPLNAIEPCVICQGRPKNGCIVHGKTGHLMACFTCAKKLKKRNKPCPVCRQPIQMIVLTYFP
# APJ antag = antagonists of human APJ apelin receptor | P35414 | inhibition, % at 20 µM | actives 0.32% (n = 330,000) | AID 2521 | CHO-K1 APJ beta-arrestin complementation, luminescence;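 active = inhibition above about 40% at 20 µM, limit read from the data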;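 note: cells challenged with 10 nM apelin-13 agonist together with compound; plate controls were apelin-13 plus DMSO wells for no effect and DMSO wells lacking apelin-13 for full effect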
# CXCR6 block = inhibitors of human CXCR6 receptor. CHO-K1 PathHunter CXCR6 beta-arrestin, luminescence. inhibition, % at 20 µM. actives 0.36% (n = 360,000); in the data active = inhibition above about 34%, passing the limit was not always enough;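 note: antagonist mode with CXCL16 agonist at 10 nM final; 0% = 10 nM CXCL16 with DMSO and 100% = unstimulated wells without agonist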
# TIM10 inh = growth inhibitors of TIM10 yeast strain; inhibition, % at 10 µM; S. cerevisiae TIM10 strain growth, BacTiter-Glo luminescence, 24 h; actives 1.4% (n = 330,000);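 active = inhibition of 40% or more at the single tested concentration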;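 note: wild-type TIM10 isogenic control strain grown at permissive 25 °C; 0% = DMSO yeast wells and 100% = minimal medium wells without yeast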
# Active calls of the source: *; x = not tested or not shown. Not all compounds are listed; the hit share may differ from the screen's.
item	compound	APJ ag	UPR XBP1 act	tim10-1 inh	tim23-1 inh	UPR CHOP act	Mdm2-MdmX inh	APJ antag	CXCR6 block	TIM10 inh
1	CC/S(CC1CC1(Cl)Cl)=N\S(=O)(=O)c1ccc(C)cc1 (stereo not drawn)	-1	0	1	16	-1.0	5	-7	0	1
2	O=C(CSc1nc2ccccc2c(=O)n1-c1ccc(F)cc1)Nc1ccc2c(c1)CCC2	-1	-5	41*	19	1.5	41	0	1	21
3	CCC(C)[C@H](NC(=O)C1CC(=O)N(c2ccc3c(c2)OCCO3)C1)C(=O)NC1CCCC1 (stereo partly drawn)	3	-5	15	12	-0.8	14	-6	1	-2
4	O=S(=O)(c1cccc(Cl)c1)N1CCC(c2nc3ccccc3[nH]2)CC1	-1	-2	5	13	0.8	7	-10	2	0
5	O=C(c1ccccc1)c1ccc(Oc2ccc(C(=O)O)c(C(=O)O)c2)cc1	-2	-4	-3	5	1.7	-14	-7	4	2
6	O=C(c1ccc([N+](=O)[O-])cc1[N+](=O)[O-])N1CCCC1	10	-1	10	5	1.2	6	-15	-6	-13
7	O=C(COC(=O)c1cccc(Cl)c1)NC(=O)NCc1ccccc1	-1	0	-10	-4	-0.9	-21	-12	4	-2
8	CCCOCC(O)CC(Cc1ccccc1)C(=O)NN (stereo not drawn)	0	-3	10	10	1.4	2	13	-2	13
9	O=C(CN1CCc2ccccc2C1)Nc1ccccc1F	1	-2	8	6	-1.4	4	8	-1	-2
10	O=C(NCCc1ccc(F)cc1)c1coc(=O)c(Br)c1	-3	-8	-1	22	125*	42	15	14	25
11	CCCN(/C=N/c1sc2c(c1C#N)CCCCC2)CCC	-5	-1	9	39	0.6	-29	10	4	-2
12	N#C/C(=C\c1c(N2CCC(C(N)=O)CC2)nc2ccccn2c1=O)S(=O)(=O)c1ccccc1	1	-1	13	6	-1.2	-6	-2	0	2
13	COc1ccc(/C=C2\SC(=S)N(N3CCOCC3)C2=O)c(OC)c1	-6	4	22	4	2.4	17	24	20	28
14	On1nnc2ccc3ccccc3c21	1	-1	8	11	3.6	7	-5	-5	-5
15	Cc1nc2ccccc2n1CC(O)COCC1CC=CCC1 (stereo not drawn)	-3	2	16	17	-4.3	9	-17	1	10
16	COc1cc(NC(=O)c2ccccc2F)c(OC)cc1NC(=O)CN1CCCCC1	-2	0	-1	18	0.2	6	18	1	19
17	Cc1cc(NC(=O)CCCN2C(=O)c3cccc4cccc(c34)C2=O)no1	-4	-1	3	-6	-0.3	-4	13	-6	2
18	C=CCN1C(=O)/C(=C2/Sc3ccccc3N2CC)SC1=S	-3	10	6	-5	8.1	48	15	-12	-6
19	CCn1c(-c2ccc(N(C)C)cc2)nc2ccccc21	-4	2	24	31	3.4	-63	6	4	5
20	CS(=O)(=O)N(CC(=O)NCc1ccccc1Cl)Cc1ccccc1	-2	-1	25	10	-0.2	-19	4	12	2
21	C=CCOc1cc(OC)c(OC)c(OC)c1	0	1	2	11	-0.6	-12	5	-1	18
22	Cc1cccnc1NC(=O)c1cc2c(=O)oc3ccccc3c2s1	-1	5	-6	-30	-0.9	18	16	-3	-19
23	Cc1cnc(CN(C)Cc2nc(Cc3cccc(C(F)(F)F)c3)no2)[nH]1	-3	1	-1	6	-0.1	5	-2	-7	-7
24	CCOC(=O)CNC(=O)CSc1nc2cccnc2n1Cc1ccccc1	-4	0	-2	4	-1.5	-13	4	6	1
25	COC(=O)c1ccc(NC(=O)COc2ccc([N+](=O)[O-])cc2)cc1	-5	0	-7	-10	-0.9	-17	9	5	-14
26	CC(C#N)N1CCN(S(=O)(=O)c2ccc3c(c2)CCC3)CC1 (stereo not drawn)	-4	1	-7	7	-1.9	-2	-6	-11	4
27	CN(CC(=O)Nc1ccc(F)cc1)C(=O)c1cc([N+](=O)[O-])ccc1N1CCOCC1	-5	2	16	-9	-0.8	15	8	5	-6
28	CN1CCN(C(=O)c2ccc3c(c2)OCCO3)CC1	4	1	-5	-1	-0.9	-24	4	-2	-5
29	Cc1cc(-c2cc(C(=O)NCc3ccccc3)on2)nc(NCC2CC2)n1	-7	0	25	9	0.6	16	-2	-5	7
30	CC(C)(CO)Nc1ccc([N+](=O)[O-])cc1[N+](=O)[O-]	-3	4	-11	3	-0.5	-11	0	1	-9
31	COc1ccc(NC(=O)C2(c3cccs3)CCOCC2)cc1	-1	-4	-2	-5	1.1	17	1	-18	-22
32	O=C(CSc1ncccc1-c1nc2ccccc2[nH]1)N1CCN(c2ccccc2F)CC1	-1	0	34	29	0.5	3	-27	3	20
33	O=C(CN1CCOCC1)Nc1ccc(OC(F)(F)F)cc1	-4	-5	20	-8	1.0	-14	-1	-12	-9
34	CCCn1ncc(/C=N/O)c1C	-2	-4	-5	10	-2.0	19	9	4	3
35	COc1cc(OC)cc(C(=O)Nc2cc(-c3cn4cccnc4n3)ccc2C)c1	5	0	3	4	1.6	-25	-19	4	1
36	Cc1ccc(C(=O)c2ccc(C)cc2)cc1	-2	3	6	15	2.1	15	-2	-7	-12
37	COc1ccc2nc(/C=N/NC(=O)[C@H](C)NC(=O)OC(C)(C)C)ccc2c1	0	-1	16	16	0.4	-21	-8	x	8
38	Cc1cc(C(=O)NCc2ccccc2Cl)c2ccccc2n1	-1	1	26	21	-0.4	9	-28	-2	4
39	COc1ccc(-c2cc(C(=O)N3CCN(C(=O)c4ccccc4F)CC3)[nH]n2)cc1	-8	-2	16	12	0.5	-6	11	1	9
40	COCc1[nH]nc2c1C(c1cc(OC)c(O)c(OC)c1)C(C#N)=C(N)O2 (stereo not drawn)	0	1	-9	19	-0.2	14	15	17	-9
41	Nc1c(C(=O)NCc2ccc3c(c2)OCO3)nnn1CC(=O)Nc1ccc(Br)cc1	-7	4	-19	-10	4.1	20	1	0	-9
42	O=C(CSc1nccc(-c2cccs2)n1)Nc1cccc(Cl)c1	2	-2	35	35	-1.1	6	-11	5	16
43	COc1cc(C2Nc3ccc4ccccc4c3C3=C2C(=O)CC(C)(C)C3)ccc1OCC(=O)O (stereo not drawn)	1	-3	-9	9	0.4	-13	10	-9	2
44	CN(CC(=O)Nc1cccc(F)c1)C(=O)c1ccc(N2CCCCC2)c([N+](=O)[O-])c1	-4	-1	1	5	2.2	-6	28	-17	-2
45	Cc1c(Cl)cccc1-n1nnnc1-c1cccs1	-3	3	-1	-25	3.7	18	19	11	4
46	O=C(Nc1ccccc1)OCCN1CCN(Cc2ccccc2)CCC1=O	-1	-2	-23	-7	-0.3	-27	13	1	-1
47	COc1ccccc1NS(=O)(=O)c1cccc(C(=O)N/N=C/c2ccc(NC(C)=O)cc2)c1	-1	-2	-4	-1	0.5	0	11	1	-32
48	CCc1c(O)nc(N2CCN(Cc3ccccc3)CC2)[nH]c1=O	-2	1	20	0	0.1	1	10	2	-13
49	CCCCNc1ncnc2c1cnn2-c1ccc(Cl)cc1	1	5	18	18	2.9	-94	-4	-2	-12
50	C/C(CC(=O)Nc1cc(Cl)ccc1Cl)=N\NC(=O)c1ccccc1Br	2	0	10	30	-0.7	6	-36	5	11
51	COc1ccc(/C=N/NS(=O)(=O)c2ccc(C)cc2)cc1	1	-1	12	29	1.4	-6	-1	0	1
52	COc1cccc(-c2c3c([nH]c(=O)c2C#N)CCc2cc(OC)ccc2-3)c1	2	2	-1	-2	0.6	34	15	x	-10
53	O=C(CCCCCn1c(=S)[nH]c2ccc(N3CCOCC3)cc2c1=O)NCc1ccccc1Cl	0	-2	8	-1	-0.9	8	-12	9	12
54	CCOC(=O)c1cccc(NC(=S)N2CCN(c3ncc4c(=O)c(C(=O)O)cn(CC)c4n3)CC2)c1	-5	1	-4	9	-0.3	1	-2	0	-4
55	Cc1nnc(N2CCCC(C(=O)Nc3cc(F)ccc3F)C2)c2nn(-c3ccccc3)c(C)c12 (stereo not drawn)	21*	41*	-5	-6	4.9	96*	-20	0	6
56	CC(O)[C@H]1CNC(=O)C(=O)N1CCC12CC3CC(CC(C3)C1)C2 (stereo partly drawn)	-5	2	2	1	-0.4	8	3	-4	7
57	COc1ccc(-n2c(CNc3ccc(C)cc3)nnc2SCc2ccccc2)cc1	1	-1	43*	48	3.9	-4	7	-3	26
58	Cc1ccc(-n2c(SCC(=O)NCCC3=CCCCC3)nc3n[nH]c(C)c3c2=N)cc1Cl	7	0	-10	3	3.3	28	-2	-9	7
59	COC(=O)Cc1cc(=O)oc2c(C)c(O)ccc12	-4	1	-3	5	-1.9	16	4	1	-6
60	CCOc1cc(/C=N/NC(=O)Cn2nc([N+](=O)[O-])cc2C)cc(Br)c1OCc1ccccc1C	-2	57*	24	18	17	52*	-5	8	16

# Profiles from above:
# O=C(CCCCCn1c(=S)[nH]c2ccc(N3CCOCC3)cc2c1=O)NCc1ccccc1Cl as listed: APJ ag: 0; UPR XBP1 act: -2; tim10-1 inh: 8; tim23-1 inh: -1; UPR CHOP act: -0.9; Mdm2-MdmX inh: 8; APJ antag: -12; CXCR6 block: 9; TIM10 inh: 12
# CCOc1cc(/C=N/NC(=O)Cn2nc([N+](=O)[O-])cc2C)cc(Br)c1OCc1ccccc1C as listed: APJ ag: -2; UPR XBP1 act: 57*; tim10-1 inh: 24; tim23-1 inh: 18; UPR CHOP act: 17; Mdm2-MdmX inh: 52*; APJ antag: -5; CXCR6 block: 8; TIM10 inh: 16

# Later entries:
item	compound	APJ ag	UPR XBP1 act	tim10-1 inh	tim23-1 inh	UPR CHOP act	Mdm2-MdmX inh	APJ antag	CXCR6 block	TIM10 inh
61	Cc1cc2cc(CN(Cc3nnnn3C3CCCCC3)CC3CCCO3)c(=O)[nH]c2cc1C (stereo not drawn)	1	1	9	22	-1.2	32	-20	-3	-1
62	CCCOc1ccc(CNC(=S)NCc2ccc(OC(C)C)cc2)cc1	-3	-4	9	-11	-2.2	26	0	-3	6
63	O=C(Cc1ccccc1)N[C@@H]1c2ccccc2CC[C@@H]1OCc1ccccc1	x	1	4	29	1.7	-13	x	6	-8
64	COCC1CCCCN1Cc1cn[nH]c1-c1ccc2cc(OC)ccc2c1 (stereo not drawn)	-3	4	12	2	1.2	-6	11	9	2
65	O=C(NC(Cc1ccccc1)C(=O)O)/C(=C\c1ccc(F)cc1)NC(=O)c1ccco1 (stereo not drawn)	-2	-5	-3	-4	0.5	14	-6	4	12
66	O=C(NCCOc1ccc(Cl)cc1)c1ccc2c(c1)OCCO2	-4	-3	3	26	4.8	-117	1	-1	-21
67	COc1cc2c(cc1OC)CN(S(=O)(=O)c1ccccc1F)CC2	-5	-3	32	30	-0.8	-16	-5	-2	0
68	COc1ccccc1-c1nnc(SCC(=O)NNC(=O)c2ccccc2F)n1C	-3	-2	7	-13	-1.3	-21	-9	8	1
69	COc1ccc(NC(=O)CSc2nncs2)cc1OC	14	0	1	19	-0.6	10	5	5	8
70	CCc1nc(NC(=O)c2sc(C)nc2C)sc1C(=O)OC	-3	7	21	22	3.1	11	-7	5	5
71	CCc1nn(CCCC(=O)NCc2cc(Br)ccc2OC)c(=O)c2cc3occc3n12	-5	2	21	21	-0.2	31	18	4	23
72	CCOC(=O)c1c(C)[nH]c(C(=O)C(C)OC(=O)c2ccc(NC(=O)CC#N)cc2)c1C (stereo not drawn)	1	1	16	25	-2.2	4	0	-5	20
